LEDGF integ inh = blocks HIV-1 LEDGF/p75-dependent DNA integration; TR-FRET IN-LEDGF/p75 DNA integration, Eu/Cy5; hit rate 0.64% among 370,000; AID 743269; inhibition, % at 3.7 µM;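 active = inhibition above the screen-wide mean plus 3 SD, cut at about 13% in these data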;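 also: signal is the Cy5 over europium emission ratio at 671 and 618 nm; 0% = plate median of compound wells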
MBD2 inh = blocks human MBD2 binding to methylated DNA; Q9UBB5; TR-FRET, MBD2 binding to methylated oligonucleotide; inhibition, % at 4.4 µM; hit rate 0.31% among 370,000; in the data active = inhibition above about 13%
rCAG binder = r(CAG) repeat RNA binding; TO-PRO-1 dye displacement fluorescence; inhibition, % at 3 µM; hit rate 1.3% among 370,000; AID 651821;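 active = inhibition above the plate cutoff, the mean of all test compounds on that plate plus 3 SD, cut at about 35% in these data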;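 also: 0% = DMSO alone and 100% = 100 µM mitoxantrone as full dye displacement; higher means more dye released from RNA so lower well fluorescence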
TDP2 inh = blocks human TDP2 phosphodiesterase activity; recombinant TDP2, T5PNP hydrolysis, p-nitrophenol absorbance 415 nm; inhibition, % at 12.8 µM; hit rate 0.34% among 370,000; AID 720702;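 active = inhibition above the mean of all tested compounds plus 3 SD, set per campaign, cut at about 25% in these data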;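 also: 0% = DMSO with enzyme and 100% = buffer with substrate but no TDP2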
Target sequence (O95551 whole entry, looked up): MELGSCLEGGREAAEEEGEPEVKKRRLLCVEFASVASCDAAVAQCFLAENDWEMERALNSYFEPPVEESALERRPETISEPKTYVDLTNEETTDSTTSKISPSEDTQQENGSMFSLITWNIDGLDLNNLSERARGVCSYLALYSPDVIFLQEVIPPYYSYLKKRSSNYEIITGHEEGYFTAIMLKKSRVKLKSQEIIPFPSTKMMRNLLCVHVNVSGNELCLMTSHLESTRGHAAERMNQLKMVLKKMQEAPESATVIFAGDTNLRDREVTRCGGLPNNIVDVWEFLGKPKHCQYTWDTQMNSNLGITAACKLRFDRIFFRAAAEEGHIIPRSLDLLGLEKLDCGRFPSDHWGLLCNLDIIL
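Material: recombinant human TDP2; quantity: TDP2 enzyme at 120 nM final; medium: Tris-HCl pH 7.5 with MgCl2; compound: single concentration, 12.8 µM nominal, with 1% DMSO; incubation: 2 h enzyme incubation at 37 °C; signal: epi absorbance; measure: percent inhibition; benchmarks: high control without enzyme, low control DMSO plus TDP2; repeats: singlicate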
SIAE inh = inhibitors of human sialic acid acetylesterase SIAE; Q9HAT2; SIAE FP-Rh probe binding, fluorescence polarization; inhibition, % at 9.66 µM; hit rate 0.69% among 370,000; AID 1053197;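 active = inhibition above a cutoff: mean of compounds within the control limits plus 3 SD of those, cut at about 17% in these data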;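 also: 0% = plate median of compound wells and 100% = probe without SIAE protein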
Target sequence (Q9HAT2 whole entry, looked up): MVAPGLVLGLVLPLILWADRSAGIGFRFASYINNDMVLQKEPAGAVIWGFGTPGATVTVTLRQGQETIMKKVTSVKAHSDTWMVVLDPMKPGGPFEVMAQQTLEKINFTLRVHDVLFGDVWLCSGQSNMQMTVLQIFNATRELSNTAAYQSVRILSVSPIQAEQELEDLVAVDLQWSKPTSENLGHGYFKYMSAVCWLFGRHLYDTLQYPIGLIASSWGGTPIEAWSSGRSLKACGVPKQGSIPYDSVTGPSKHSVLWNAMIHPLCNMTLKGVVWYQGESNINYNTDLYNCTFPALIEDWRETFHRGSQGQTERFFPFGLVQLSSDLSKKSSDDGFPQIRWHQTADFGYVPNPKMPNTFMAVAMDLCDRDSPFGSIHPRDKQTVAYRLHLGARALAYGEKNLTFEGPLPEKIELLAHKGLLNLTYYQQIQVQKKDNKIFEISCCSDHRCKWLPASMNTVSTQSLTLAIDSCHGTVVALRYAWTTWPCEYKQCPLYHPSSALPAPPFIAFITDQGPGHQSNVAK
HTRA1 inhibitor = HTRA1 (human) protease inhibition; Q92743; recombinant HTRA1, FP-rhodamine activity-based probe, fluorescence polarization; inhibition, % at 5.96 µM; hit rate 0.5% among 340,000; AID 504803; in the data active = inhibition above about 36%;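 also: 0% = enzyme with DMSO and 100% = wells lacking enzyme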
mABHD4 FP = inhibitors of mouse ABHD4; Q8VD66; purified mABHD4, FP-Rh probe fluorescence polarization; inhibition, % at 8.92 µM; hit rate 0.54% among 370,000;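 active = inhibition exceeding the mean over every tested compound plus 3 SD, cut at about 30% in these data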;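 also: 0% = plate median of compound wells and 100% = S159A mutant with DMSO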
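Assay system: Wild-type mouse ABHD4 protein | Medium: HEPES pH 7.0 buffer, 150 mM NaCl, 0.01% Pluronic F-127 | Incubation: Enzyme–compound pre-incubation 45 min, then probe 60 min, both 25 °C | Technique: Fluorescence polarization with parallel and perpendicular emission, 525/598 nm | Evaluation: % inhibition of FP-Rh probe binding versus controls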
TCR CD3 inh = human TCR-CD3 binding inhibition | TAMRA-labeled TCR probe fluorescence, biochemical | inhibition, % at 9.4 µM | hit rate 0.37% among 360,000; in the data active = inhibition above about 19%;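 also: recombinant mutant TCR 2C K166C tagged with TAMRA read by polarization; 0% = receptor in buffer alone and 100% = receptor with positive control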
NPR2 activator = GC-B (human) receptor activation; activation, % at 10 µM; HEK293-GC-B cells, CNP EC30, cGMP TR-FRET; 0% at EC30 CNP, 100% saturating CNP; AID 1920062; hit rate 0.11% among 370,000; P20594;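 active = activation at 10 µM reaching about 35% in either raw or pattern-adjusted values, limit read from the data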
PRMT1 FP inh = blocks human protein arginine methyltransferase 1. inhibition, % at 2.79 µM. hit rate 1.3% among 370,000. AID 652257. Q99873. recombinant PRMT1, activity-based probe fluorescence polarization;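 active = inhibition above about 21% made by adding two undisclosed values, limit read from the data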
Starred values were filed as active, the others as inactive; . = not tested or not shown; & = joins results of further samples. The list is partial; rates above refer to the full screens.

compound | LEDGF integ inh | MBD2 inh | rCAG binder | TDP2 inh | SIAE inh | HTRA1 inhibitor | mABHD4 FP | TCR CD3 inh | NPR2 activator | PRMT1 FP inh
COC(=O)Nc1ccc(OC)c(OC)c1 | -3 | 0 | 0 | -14 | -1 | 2 | 5 | -11 | -1 | 6
O=C(CC(c1ccc(F)cc1)c1ccco1)Nc1nccs1 (centres undefined) | -1 | 0 | 3 | -6 | -7 | -10 | 1 | 4 | -5 | 5
Cc1ccc(/C=C/S(=O)(=O)NCc2ccc(F)cc2)cc1 | -6 | 3 | 5 | 10 | -1 | 0 | -1 | -2 | 7 | 1
Cc1ccc(S(=O)(=O)NNC(=O)c2cnn(-c3ccccc3)c2C(F)(F)F)cc1 | -3 | 0 | -2 | -4 | -8 | 6 | 13 | -4 | -1 | 5
CCCc1ccc(-c2cc(C(=O)N/N=C/c3ccc([N+](=O)[O-])o3)c3ccccc3n2)cc1 | 1 | -2 | 45* | -6 | -3 | 10 | 10 | -2 | 5 | 3
O=C(/C=C/c1ccc(S(=O)(=O)NCc2ccco2)cc1)NCc1ccccc1Cl | -5 | -6 | 7 | -6 | -6 | -24 | -20 | 9 | 2 | -2
COc1cc(C(=O)NCCOc2cccc3cccnc23)cc(OC)c1OC | -6 | 2 | -7 | -12 | 3 | 2 | 0 | -2 | 1 | 3
COc1cc(C)c(S(=O)(=O)N2CCN=C2c2ccccc2)cc1C | 3 | 6 | -6 | -5 | 6 | -1 | 2 | 3 | -2 | -2
Cc1cccc(-n2ncc(C#N)c2-n2cccc2)c1 | -3 | 3 | -5 | -3 | -2 | -10 | -2 | 1 | 4 | -1
Cc1cc(NS(=O)(=O)Cc2ccccc2)no1 | 3 | 6 | 2 | -10 | 7 | -1 | 6 | -3 | -3 | 0
COc1ccccc1C(=O)NCCC(=O)N1CC(C)OC(C)C1 (centres undefined) | 0 | 0 | -7 | 0 | -5 | 1 | -3 | -4 | -8 | -2
O=[N+]([O-])c1cnc(N2CCCCC2)c([N+](=O)[O-])c1 | -3 | 4 | -1 | 5 | 9 | 25 | 20 | 6 | -2 | 9
COC(=O)[C@]12C[C@H](CC(=O)NCCCCc3ccccc3)C(=O)N(Cc3cccc4ccccc34)C1=C[C@H](C1CCCC1)O[C@@H]2C | 0 | -1 | 12 | -2 | -1 | . | -9 | . | 1 | 2
COc1cc2c(cc1OC)C(COc1cc(C)cc(C)c1)N(C(C)=O)CC2 (centres undefined) | 1 | -4 | -5 | 15 | 2 | -3 | -4 | 6 | -9 | -6
O=C1CCC(OCc2ccccc2)CCN1[C@H](CSc1ccccc1)Cc1ccccc1 (some centres undefined) | 2 | 4 | 3 | -8 | -1 | . | -6 | -3 | -2 | 2
Cc1ccc(CS(=O)(=O)Cc2ccc(C(=O)NC3CCCCCC3)o2)cc1 | -2 | -6 | -7 | -4 | -6 | 2 | -3 | -1 | 1 | -6
CC(=O)c1cc(C#N)c(Oc2ccc(F)cc2)nc1C | -3 | -2 | -1 | -5 | -6 | 4 | -1 | -2 | -1 | -1
Nc1c(NCc2ccccc2)c2ccccc2oc1=O | 1 | -5 | 11 | -14 | -5 | -10 | -3 | -7 | 4 | -1
O=c1cccccc1NCc1ccccc1 | 3 | -7 | 0 | -2 | -5 | 10 | 6 | 1 | -2 | 2
Cc1cc(S(=O)(=O)NCCc2ccccc2)c(C)s1 | 1 | 1 | 0 | 6 | -4 | -9 | -3 | 4 | -11 | -4
Nn1c(=O)c2ccccc2n2c(SCc3ccc(C(F)(F)F)cc3)nnc12 | 4 | 3 | 7 | -10 | -7 | 4 | -16 | 2 | 1 | 4
Nc1nc(COC(=O)CCC(=O)c2ccc(Cl)cc2)nc(Nc2ccccc2)n1 | 1 | -3 | 6 | 2 | -1 | -32 | -1 | 0 | -2 | -1
CCc1cccc(NC(=O)Cn2cccc2)c1 | -2 | 6 | -2 | 2 | 14 | -3 | -2 | -1 | -2 | 2
CC(=O)Nc1ccc(S(=O)(=O)NC2=C(N3CCN(Cc4ccccc4)CC3)C(=O)c3ccccc3C2=O)cc1 | 7&-1 | -9&-7 | 9&4 | 13&1 | 4&11 | 18&30 | 17&22 | 3&-7 | 1&-3 | -2&2
COc1cccc(C(=O)Nc2ccccc2N2CCOCC2)c1 | -3 | 2 | -5 | 0 | 4 | -2 | 10 | -4 | 13 | 4
Cc1ccc(Cc2nnc(SCC(=O)Nc3c(C)cccc3C)[nH]c2=O)cc1 | 2 | -2 | 15 | 11 | -3 | -4 | 0 | 2 | -5 | 0
O=C1CSC(c2cccc(O)c2)N1Cc1ccccc1 (centres undefined) | -1 | 3 | -3 | -1 | -8 | -19 | -1 | 1 | -6 | 3
CCOC(=O)[C@]12CCC=C1N(Cc1ccc(Cl)cc1Cl)C(=O)[C@H](CC(=O)NCc1cccs1)C2 | -5 | 1 | 4 | 5 | -6 | . | -14 | -3 | 5 | 7
C[C@@H]1CN([C@@H](C)CO)C(=O)CCCn2nncc2CO[C@@H]1CN(C)S(=O)(=O)c1ccc2c(c1)OCCCO2 | -2 | 4 | 0 | 2 | 1 | 8 | -1 | 7 | -1 | 0
Cc1nc2ccc(NC(=O)c3cccc(S(=O)(=O)N4CCOCC4)c3)cc2s1 | -1 | -1 | 8 | -11 | -8 | -6 | -7 | -1 | -3 | 4
Cc1ccc2c(CN3CCN(C(=O)c4ccco4)CC3)cc(=O)oc2c1C | -6 | -1 | -4 | -1 | 1 | -1 | 8 | -1 | -1 | 0
COc1ccc(NC(C)=O)cc1NC(=O)C1CCN(C(=O)Nc2ccccc2)CC1 | -1 | -5 | -3 | 1 | 5 | 7 | 1 | -3 | 6 | -1
CCOC(=O)CN(C(=O)CSc1nnc(CNc2ccc(C)cc2C)o1)c1ccccc1 | 4 | 1 | -2 | 9 | 13 | -6 | -1 | 1 | -10 | -2
CN(C)S(=O)(=O)c1cccc(NC(=O)C2CCN(S(=O)(=O)c3cccs3)CC2)c1 | 2 | 4 | 7 | 2 | -5 | 1 | -2 | -1 | -1 | -2
CC(NC(=O)OCc1ccccc1)C(=O)OCN1C(=O)c2ccccc2C1=O (centres undefined) | -1 | 0 | -4 | 6 | 10 | -3 | 4 | 11 | -3 | 1
Cc1cc(N)n(-c2ccc(C)c(C)c2)n1 | -4 | -3 | -2 | -1 | -2 | -3 | 1 | 5 | 0 | -1
COc1ccc(C2(C)CC(C)(C)Nc3ccccc32)cc1 (centres undefined) | -4 | -1 | -7 | 6 | 5 | 4 | 3 | 6 | -5 | -1
COc1ccc(/C=C/C(=O)N2CCN(C)CC2)cc1S(=O)(=O)N1CCCCC1 | -1 | 0 | -6 | 8 | 3 | 5 | 0 | 2 | 1 | -4
O=C(NNC(=O)C1CCC1)c1cccc(Cl)c1 | 2 | 3 | 0 | -4 | 2 | 14 | 2 | 0 | 2 | -1
O=C(Cc1ccccc1)Nc1ccc(Cl)cn1 | 1 | -2 | -2 | 1 | -2 | -6 | 1 | -6 | -3 | 4
Cc1ccc(-c2csc(N)n2)s1 | 3 | 1 | 15 | -25 | 1 | -5 | 6 | -7 | 0 | 76*
CC(C)C(=O)Nc1ccc(Oc2ccc3c(c2)C(=O)NC3=O)cc1 | 4 | -6 | -3 | 3 | -5 | 2 | 1 | 2 | -5 | -6
O=C(CSCc1ccc(Cl)cc1Cl)Nc1ccc(O)cc1C(=O)O | 0 | -6 | 14 | -5 | 3 | -2 | 8 | 6 | -2 | -3
CCCCNC(=O)C1(C)CCCCN1C(=O)c1oc2ccccc2c1C (centres undefined) | -6 | 4 | -1 | -7 | 5 | . | 1 | -2 | -1 | -1
Cc1cc(C)c(S(=O)(=O)N2CCOC2CNC(=O)C(=O)NCc2ccco2)c(C)c1 (centres undefined) | 2 | 4 | 4 | 1 | 0 | -8 | 3 | 7 | -2 | -2
Cn1c(SCC(=O)Nc2ccccc2)nnc1C(F)(F)F | 4 | -6 | -1 | 0 | -1 | 5 | 3 | 8 | 0 | 0
Clc1nccnc1-c1ccccc1 | 4 | 3 | 5 | -21 | 2 | 8 | 1 | -4 | 0 | -2
CC(=O)Nc1ccc(NC(=O)Oc2ccccc2)cc1 | -1 | 1 | -2 | -13 | -11 | -8 | -3 | 3 | 2 | 4
O=C(CCN1C(=O)c2ccccc2C1=O)C1=NN[C@@H]2C(=O)N(c3cccc(Cl)c3)C(=O)[C@H]12 | -6 | 4 | 8 | -7 | -2 | 3 | -6 | -5 | 1 | 4
COc1cccc(OC)c1OC(=O)c1ccccc1 | -5 | 2 | 3 | -3 | -2 | -1 | -3 | -8 | 3 | 4
CC(=O)Nc1ccc(NC(=O)c2ccc(Cn3cc(Cl)cn3)cc2)cc1 | -2 | 1 | 1 | 1 | -1 | 3 | -5 | 8 | -4 | 0
CCc1ccc(Nc2nnc(SCC(=O)Nc3cccnc3Cl)s2)cc1 | 2 | -7 | 0 | 6 | 9 | -9 | -2 | 5 | -1 | -2
Cc1cccc(N2CCN(C(=O)C3CCCN(S(=O)(=O)c4cnc[nH]4)C3)CC2C)c1 (centres undefined) | -3 | -1 | 2 | -5 | -6 | -8 | -1 | 7 | 3 | 0
COc1ccc(/C=C/C(=O)NCC(=O)N/N=C/c2cc(Br)ccc2OC)cc1 | -2 | 0 | 2 | -13 | -14 | -4 | -9 | 2 | 0 | -3
O=C(NCc1ccccc1Cl)C(=O)NCC1OCCCN1S(=O)(=O)c1cccs1 (centres undefined) | -3 | -2 | 0 | -1 | -3 | -8 | 9 | 1 | -3 | 4
Cc1cc(C)n2nc(CNS(=O)(=O)c3c(F)c(F)c(F)c(F)c3F)nc2n1 | 1 | -2 | 8 | -12 | 3 | 0 | -5 | 1 | 6 | 0
COc1cccc(C=C(C(C)=O)C(=O)c2ccccc2)c1 | -2 | 2 | 3 | 3 | 6 | . | 4 | 2 | -7 | -1
Cc1ccc(NC(=O)N2CCN(c3ccccn3)CC2)cc1 | 1 | -8 | -7 | 4 | -1 | 3 | 4 | -5 | -1 | 2
O=C(Cc1c(Cl)cccc1Cl)Nc1ccncc1Cl | 2 | -2 | -4 | -8 | -4 | 2 | -7 | -9 | 3 | 4
COc1ccc(NC(=O)CCCN2C(=O)C3C4C=CC(C4)C3C2=O)c(OC)c1 (centres undefined) | -2 | 3 | -6 | -2 | 1 | 2 | 6 | 3 | 3 | -1

Entries of single compounds as entered above. Screens in order: LEDGF integ inh	MBD2 inh	rCAG binder	TDP2 inh	SIAE inh	HTRA1 inhibitor	mABHD4 FP	TCR CD3 inh	NPR2 activator	PRMT1 FP inh
`O=C(CSCc1ccc(Cl)cc1Cl)Nc1ccc(O)cc1C(=O)O` across the screens: 0	-6	14	-5	3	-2	8	6	-2	-3
`Cn1c(SCC(=O)Nc2ccccc2)nnc1C(F)(F)F` across the screens: 4	-6	-1	0	-1	5	3	8	0	0
